Screening data (PubChem)
Cav3 T inh: Cav3.2 calcium influx blockers – cell-based, Fluo-4 calcium fluorescence, FDSS, MLSMR library, primary screen | Cav3.2-expressing cells; hits give low values | B-score at 10 µM | 100,000 compounds, 4% hits;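 active = single-dose well whose peak fluorescence ratio is a statistical outlier from its plate by either plate-standardised score or position-corrected B-score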
Numbers without * were called inactive. This is a subset; count on the stated rates, not on these rows.

Cav3 T inh	Compound
-0.00982	CCCN1C2=NCCN2c2cc(C)c(C)cc21
-0.0562	O=C(COC(=O)C1CCN(S(=O)(=O)c2cc([N+](=O)[O-])ccc2Cl)CC1)Nc1ncc(Cl)cc1Cl
-0.334	Cc1ccc(NC(=S)NNC(=O)c2c([N+](=O)[O-])c(C)nn2C)cc1
0.0627	O=C(O)/C=C/c1ccc2ccccc2n1
0.566	COc1ccc(-n2ncc3c(=O)n(CC(=O)N4c5ccccc5CC4C)cnc32)cc1 (stereo not given)
0.484	CN(C)C(=O)CSc1nnc(-c2cnccn2)n1C
1.13	CCOC(=O)N1CCN(Cc2nc(N)nc(Nc3ccc(C)cc3)n2)CC1
0.671	COc1ccc(OC)c(Nc2nc(-c3sc(NC(=O)c4ccccc4)nc3C)cs2)c1
1.13	O=C(NCc1ccccn1)c1coc(=O)c(Br)c1
-0.00762	Cc1cc(C(=O)CSc2nnc(-c3cccnc3)n2-c2ccccc2F)c(C)n1CC1CCCO1 (stereo not given)
-0.475	Cc1cc(C(=O)CSc2n[nH]c(N)n2)c(C)n1-c1ccc(F)cc1
0.295	COCCSc1ccccc1C(=O)Nc1ccncc1
-4.25*	CCOC(=O)c1cnn(-c2ccccc2)c1-n1cccc1C(=O)C(=O)Nc1ccc(F)cc1
0.251	COc1ccc(C(=O)NN2C(=O)C3CCC(C)(C2=O)C3(C)C)cc1 (stereo not given)
0.688	C#CCOCCOCCOCCNc1nc(N2CCOCC2)nc(N2CCN(C(=O)[C@H](C)n3cc(CCCN=C(N)N)nn3)CC2)n1
-2.18	COCCn1c(SCC(=O)Nc2ccc(Cl)cn2)nc2ccccc21
-3.01	C=CCCN(C(CC(C)C)C(=O)OC)S(=O)(=O)c1cc(Br)ccc1Br (stereo not given)
-0.676	NC(=O)COc1ncn(-c2ccccc2)n1
0.471	CCCNC(=O)c1ccc2c(=O)c(O)c(-c3ccc(C)cc3)[nH]c2c1
0.176	CCCCNC(=O)c1sc(=S)n(-c2ccccc2OC)c1N
1.23	COc1ccc(C2CCCN2C(=O)Nc2cccc(C(C)=O)c2)cc1OC (stereo not given)
0.863	COc1ccc2nc(C(C)O)[nH]c2c1 (stereo not given)
-1.86	Cn1c(SCC(=O)Nc2nccs2)nnc1C12CC3CC(CC(C3)C1)C2
-0.294	Cc1cc(C)n(C(C[N+](=O)[O-])c2ccc(Cl)cc2)n1 (stereo not given)
0.845	COc1cc(C(=O)Nc2cc(C)c(OCC(=O)N3CCOCC3)c(C)c2)cc(OC)c1OC
1.48	Cc1c(NC(=S)N/N=C/c2cccc(O)c2)c(=O)n(-c2ccccc2)n1C
-0.838	O=C(Cc1ccc(Cl)cc1)NCC(=O)N1CCCC1
-1.32	CCN(CC)S(=O)(=O)c1ccc(NC(=O)CSc2nnc(-c3cccc(OC)c3)n2C)cc1
-4.85	Cc1c(C(=O)N2CCN(c3ccccn3)CC2)sc2ncnc(N3CCN(c4ccccc4)CC3)c12
-2.78	CCC(CC)C(=O)N(CCc1ccc(OC)cc1)Cc1nc2ccccc2c(=O)[nH]1
0.381	O=C1Nc2c(c(=O)[nH]c(=O)n2-c2ccccc2)C(C(F)(F)F)(C(F)(F)F)N1
-0.026	COCCn1c(SCC(=O)Nc2ccc3c(c2)OCCO3)nc2c(c1=O)SC(C)C2 (stereo not given)
1.02	CCN(CC)CCNC(=O)c1ccc2c(=O)n(CCc3ccccc3)c(=O)[nH]c2c1
-2.11	CN1CCN(C(=O)c2ccccc2N(Cc2ccccc2)S(C)(=O)=O)CC1
-4*	Fc1ccc(N2CCN(c3ccc4c(C(F)(F)F)cc(C(F)(F)F)nc4n3)CC2)cc1
0.265	CC(C)OC(=O)CSc1nc(-c2ccc(F)cc2)nc2ccc(F)cc12
-0.00289	Clc1ccc2nc(N3CCN(c4ccccc4)CC3)sc2c1
-0.715	COc1ccccc1C1/C(=C(/O)c2ccccc2)C(=O)C(=O)N1CCO (stereo not given)
-0.407	COc1cc(C2C3=C(CC(C)(C)CC3=O)N(C)C(=O)N2C)cc(OC)c1OC (stereo not given)
-0.888	COc1ccc(OC)c(NC=C2C(=O)OC3(CCCCC3)OC2=O)c1
-2.39	COc1ccccc1N1CCN(C(=O)c2cc(-c3ccc(Cl)cc3)on2)CC1
0.0207	COc1ccc(NC(=O)c2cc3c(=O)n(C)c4ccccc4c3n2C)cc1OC
0.263	CCC(O)c1cc2c(cc1NC(=O)c1cccs1)OCCO2 (stereo not given)
0.723	CC/C(O)=C(/C#N)c1nnc2n1CCCCC2
-3.39	CC(C)C1C(=O)NC(=S)N1S(=O)(=O)c1ccc(C(C)(C)C)cc1 (stereo not given)
-6*	Cc1nc2cc(-c3ccccc3)nn2c(C)c1CCC(=O)N1CCN(c2ccccc2)CC1
0.934	CCOCCCNC(=O)C1CCC(CNS(=O)(=O)c2cccc3nsnc23)CC1 (stereo not given)
0.0583	CCN1CCN(C(c2cccs2)C(C)NC(=O)c2ccccc2OC)CC1 (stereo not given)
0.0998	CC1CCN(S(=O)(=O)c2ccc(F)c(C(=O)O)c2)CC1
1.69	Cc1c(Br)c(C(F)(F)F)nn1CC(=O)NCC1CCCO1 (stereo not given)
-3.02	Cc1csc(NC(=O)CSc2nc(C(C)C)nc3c2c(=O)n(C)c(=O)n3C)n1
-0.698	COc1ccccc1NC(=O)COc1ccc(/C=N/NS(=O)(=O)c2ccc(C)cc2)cc1
-0.466	CCN(CC)S(=O)(=O)c1ccc(NC(=O)C(C)N(c2ccc(OC)cc2)S(C)(=O)=O)cc1 (stereo not given)
0.137	O=C1CN(CC(=O)N2CCCCC2)c2ccccc2O1
0.995	Clc1nc2sccn2c1/C=N/n1cnc2ccccc21
-0.221	CC1CN(C(=O)/C=C/c2ccc3c(c2)OCO3)CC(C)O1 (stereo not given)
-1.49	CCOC(=O)C1CCN(C(C(=O)NC2CCCCC2)c2ccc(OC)cc2)CC1 (stereo not given)
-0.612	O=C(NC(=S)Nc1ccc2c(c1)OCO2)c1ccccc1
0.643	CSc1nnc2c(n1)OC(c1ccc(C(=O)O)cc1)N(C(C)=O)c1ccccc1-2 (stereo not given)
0.991	CC1(C)CC(O)CC(C)(C)N1CC(O)COCCOc1ccc(Br)cc1 (stereo not given)

The list continues:
Cav3 T inh	Compound
-0.809	Cc1cccc(NC2=NCC(=O)N2CCc2ccccc2)c1
-0.411	COC(=O)CSc1nnc(-c2ccncc2)o1
0.534	COc1ccc(CCNC(=O)CCn2c(=O)oc3ccccc32)cc1
0.133	CC(=O)Nn1c(C)nnc1-n1nc(C)cc1C
-3.89*	CC1CCC(NC(=O)CN2CCCN(Cc3ccc(F)cc3Cl)C2=O)CC1 (stereo not given)
0.0754	CCCCNc1ccccc1C(=O)OCC(=O)Nc1ccc(S(N)(=O)=O)cc1
-0.866	Cc1ccc(N2CC(C(=O)NC3=NCCS3)CC2=O)cc1C (stereo not given)
-0.836	CC(=O)c1cccc(NC(=O)Cc2ccc3c(c2)CCCC3)c1
-0.0069	Cc1ccc(S(=O)(=O)N2CCC(C(=O)N(C)C3CCS(=O)(=O)C3)CC2)cc1 (stereo not given)
-0.802	COc1ccc(C)cc1NC(=O)CSc1nnc(CC(=O)Nc2cccc(C(F)(F)F)c2)n1C
0.44	CCc1c(C)[nH]n(CCC#N)c1=O
0.969	CC(=O)CSc1nsc(SCC(C)=O)c1C#N

17 structures out of the list, sorted by length of the SMILES, descending.
Cav3 T inh	Compound
-0.466	CCN(CC)S(=O)(=O)c1ccc(NC(=O)C(C)N(c2ccc(OC)cc2)S(C)(=O)=O)cc1 (stereo not given)
-0.802	COc1ccc(C)cc1NC(=O)CSc1nnc(CC(=O)Nc2cccc(C(F)(F)F)c2)n1C
-0.0069	Cc1ccc(S(=O)(=O)N2CCC(C(=O)N(C)C3CCS(=O)(=O)C3)CC2)cc1 (stereo not given)
0.643	CSc1nnc2c(n1)OC(c1ccc(C(=O)O)cc1)N(C(C)=O)c1ccccc1-2 (stereo not given)
-1.49	CCOC(=O)C1CCN(C(C(=O)NC2CCCCC2)c2ccc(OC)cc2)CC1 (stereo not given)
0.0754	CCCCNc1ccccc1C(=O)OCC(=O)Nc1ccc(S(N)(=O)=O)cc1
-3.89*	CC1CCC(NC(=O)CN2CCCN(Cc3ccc(F)cc3Cl)C2=O)CC1 (stereo not given)
0.991	CC1(C)CC(O)CC(C)(C)N1CC(O)COCCOc1ccc(Br)cc1 (stereo not given)
-0.836	CC(=O)c1cccc(NC(=O)Cc2ccc3c(c2)CCCC3)c1
-0.866	Cc1ccc(N2CC(C(=O)NC3=NCCS3)CC2=O)cc1C (stereo not given)
-0.612	O=C(NC(=S)Nc1ccc2c(c1)OCO2)c1ccccc1
-0.809	Cc1cccc(NC2=NCC(=O)N2CCc2ccccc2)c1
0.995	Clc1nc2sccn2c1/C=N/n1cnc2ccccc21
0.133	CC(=O)Nn1c(C)nnc1-n1nc(C)cc1C
0.969	CC(=O)CSc1nsc(SCC(C)=O)c1C#N
-0.411	COC(=O)CSc1nnc(-c2ccncc2)o1
0.44	CCc1c(C)[nH]n(CCC#N)c1=O

(next part)
Cav3 T inh	Compound
1.13	O=C(NC1CC1)c1ccc(S(=O)(=O)NCC2CCCCC2)cc1
0.017	O=C1CSC(c2ccco2)N1 (stereo not given)
-0.024	CCc1c(C)c2cc(Cl)c(O)c(CN(CC)CC)c2oc1=O
-1.33	Cc1cccc(NC2=Nc3ccccc3N3C2=Nc2c(c(C)nn2-c2ccccc2)C3c2ccc(O)c(O)c2)c1 (stereo not given)
0.572	Nc1nnnn1/N=C/c1ccco1
-0.0811	O=C(O)CCC(=O)N1CCc2cc(S(=O)(=O)N3CCC(Cc4ccccc4)CC3)ccc21
0.00817	CCc1ccc(NC(=O)c2noc3c2CCc2ccccc2-3)cc1
-0.156	Cc1ccc(NC(=O)CSc2nnc(CCCCCNC(=O)OC(C)(C)C)o2)c(C)c1
-0.173	O=C(CSC1=NCCS1)Nc1ccccc1F
0.279	O=C(COC(=O)C1CCCN1C(=O)c1cccs1)Nc1ccc2c(c1)OCO2 (stereo not given)
1.45	COc1ccc(-c2nc(-n3c(C)c(C(C)=O)c(C(C)=O)c3C)sc2C)cc1OC
-0.338	CCC(C)(C)NC(=O)C(c1ccc(F)cc1)N(Cc1ccco1)C(=O)c1cnccn1 (stereo not given)
-0.335	Cc1ccc(Oc2nc3ccccc3n3c(C)nnc23)cc1
-1.96	O=C(c1cc2nc(-c3cccs3)cc(C(F)(F)Cl)n2n1)N1CCCc2ccccc21
0.488	COc1cc(C(=O)NCc2nnc(SCC(=O)N3CCC(C)CC3)o2)cc(OC)c1OC
-0.0724	Cc1c(NC(=O)C2CC(c3ccc(F)cc3)=NO2)c(=O)n(-c2ccccc2)n1C (stereo not given)
-0.291	CCOCCCNC(=O)c1ccc(OC)cc1
-0.9	Cc1c(Br)c([N+](=O)[O-])nn1CC(=O)Nc1sc2c(c1C(=O)OC(C)C)CCCC2
0.817	Cn1cnc([N+](=O)[O-])c1NC(C)(C)C
-0.346	CCSc1nnc(-c2ccc(Cl)cc2Cl)o1
-2.33	COC(=O)[C@@]1(Cc2ccc(F)cc2)[C@H]2c3cc(C(=O)N(C)C)n(Cc4nc5ccccc5[nH]4)c3C[C@H]2CN1C(=O)c1ccccc1
1.09	CCOC(=O)N1CCN(C(=O)c2cc3c(ccc4ccccc43)oc2=O)CC1
-0.849	CC(C)CC1C(C#N)=C(N)SC(N)=C1C#N
1.58	O=C(c1ccc(C(F)(F)F)cc1)c1c[nH]c(C(=O)NCCCn2ccnc2)c1

An excerpt from above in order of their number in Cav3 T inh, highest first:
compound | Cav3 T inh
COc1cc(C(=O)NCc2nnc(SCC(=O)N3CCC(C)CC3)o2)cc(OC)c1OC | 0.488
Cc1c(Br)c([N+](=O)[O-])nn1CC(=O)Nc1sc2c(c1C(=O)OC(C)C)CCCC2 | -0.9
COC(=O)[C@@]1(Cc2ccc(F)cc2)[C@H]2c3cc(C(=O)N(C)C)n(Cc4nc5ccccc5[nH]4)c3C[C@H]2CN1C(=O)c1ccccc1 | -2.33

Continuation.
Cav3 T inh	Compound
0.888	Cc1nn(C)c(C)c1C(=O)NN
-0.442	Fc1ccc(C(c2nnnn2C2CCCC2)N2CCN(Cc3ccncc3)CC2)cc1 (stereo not given)
0.0381	Cc1ccc(C2(CC(=O)N3CCCC3)CCOC(C(C)C)C2)cc1 (stereo not given)
0.434	CCOc1ccc(-c2nnc3ccc(SCC(=O)NCc4ccco4)nn23)cc1
1.09	O=C(NCCCCCCNC(=O)C1CCCC1)C1CCCC1
-2.06	S=c1[nH]nc(CSCc2ccc(Cl)cc2Cl)n1-c1ccccc1
0.484	CCc1c(O)nc(SCc2ccccc2)n(C(C)CC)c1=O (stereo not given)
-3.17	COc1ccc(-c2cc(C(=O)Nc3c(C)nn(Cc4ccccc4Cl)c3C)no2)cc1
0.484	CCN(CC)C(NC(=O)c1ccccc1)C(=O)c1ccccc1 (stereo not given)
0.258	CN(C)S(=O)(=O)c1ccc(C(=O)Oc2cc(=O)[nH]c3ccccc23)cc1
-1.94	O=C(O)c1ccc(CSc2nnc(Cc3ccccc3)o2)cc1
-2.39	CCOC(=O)c1[nH]c(CSc2nnc(-c3ccc(OC)cc3)o2)c(C(=O)OCC)c1C
-2.05	COc1cccc(COc2cc3ccccc3nc2C)c1
-0.0455	CCOc1ccc(NC(=O)C2CC=CCC2C(=O)O)cc1 (stereo not given)
-4.03*	COc1ccc(-n2c(Cc3cccn3C)nnc2SCC(=O)Nc2cccc(C)c2C)cc1
-0.514	CC1CCN(S(=O)(=O)c2ccc(S(=O)(=O)NCC3COCCO3)cc2)CC1 (stereo not given)
0.678	CCC(C(=O)NCCN1CCN(C)CC1)n1c(C)c2cnn(-c3ccccc3)c(=O)c2c1C (stereo not given)
-4.56*	COc1cccc(N(CC(=O)NC2CCCC2)C(=O)Cn2nnc(-c3ccc(C)cc3)n2)c1
0.0104	Cc1cc(C(C)(C)C)cc(S(=O)(=O)NCC(=O)O)c1C
2.87	COC(=O)CSc1nc2c(c(=O)[nH]c(=O)n2C)n1CCC(C)C
-0.0981	CC1(C)CC(=O)C(C(C2=C(O)CC(C)(C)CC2=O)c2ccco2)C(=O)C1 (stereo not given)
0.388	Cc1cc(C)nc(Nc2n[nH]c(-c3ccc(N)cc3)n2)n1
-1.04	CCN(CC)S(=O)(=O)c1ccc(S(=O)(=O)N(CC(=O)Nc2ccccc2)Cc2ccco2)cc1
0.378	CCN1CCN(C(=O)c2cc3c(=O)n(C)c4ccccc4c3n2C)CC1
-0.397	CCOc1ccc(-c2nnc(N)o2)cc1
-3.03	N#Cc1cn(CC(=O)NCCc2c[nH]c3ccccc23)c2ccccc12
